From PubChem
L3MBTL1 block: inhibitors of human L3MBTL1; Potency, µM (titrated, usually from 57.1 µM), for inactives: at the highest dose activity, negative = inhibition, usual class: inhibitors; AlphaScreen L3MBTL1–H3K9me1 peptide binding; AID 485360; 230,000 tested, 0.66% active; note: nearly all actives have a fitted effect of over 60% in size
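Read-out is AlphaScreen signal from streptavidin donor and nickel chelate acceptor beads (10 ug/mL final each) bridging L3MBTL1 (50 nM) and biotinylated K9-monomethylated H3(1-15) peptide (75 nM), after 30 min compound exposure at room temperature.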
GAA spleen mod: lysosomal alpha-glucosidase (human) modulation | Potency, µM (doses to about 79.9 µM), without a hit: at the top dose activity change, negative = inhibition, hits mostly inhibitors | human spleen homogenate, 4-MU-alpha-glucoside fluorescence | P10253 | 240,000 tested, 0.006% active;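 note: 0% = enzyme with vehicle and -100% = no enzyme basal signal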
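Human spleen homogenate (1 ug) incubated with compounds and 1 mM 4-methylumbelliferyl-alpha-D-glucopyranoside in pH 5.0 citrate/phosphate buffer, 37 C, 40 min. Stopped at pH 10; 4-MU fluorescence (Ex 365/Em 440 nm); AC50 by Hill fit.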
GAA glycogen mod: GAA glycogen-cleavage inhibition or activation; Potency, µM (series often up to 76.4 µM), for the others: top-dose activity change, negative = inhibition, actives largely listed as inhibitors; recombinant GAA, glycogen substrate, Amplex Red glucose oxidase fluorescence; P10253; 300,000 tested, 0.38% active;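 note: 0% = full enzyme reaction and -100% = no-enzyme basal signal; the screen sought inhibitors and activators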
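Natural-substrate format: glycogen cleavage by 4 nM human enzyme, glucose read by Amplex Red coupling (Ex 573, Em 610 nm). Normalized to enzyme and no-enzyme controls.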
TRb-SRC2 inh: TRbeta-SRC2 interaction inhibition; P10828; TRbeta-SRC2 peptide binding, fluorescence polarization; receptor liganded with 1 µM T3; Potency, µM (series often up to 106 µM), for inactives: at the highest dose activity change, negative = inhibition, usual class: inhibitors; 280,000 tested, 0.065% active;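 note: plate controls were bound peptide for no effect and peptide without receptor for full effect; nearly all actives have a fitted effect of over 50% in size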
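Decrease in fluorescence polarization of 20 nM Texas Red SRC2 coactivator peptide flagged inhibition of its binding to 0.6 uM TRb LBD; 1 uM T3 included, incubation 5 hr, ex 555/em 632 nm.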
RGS12 GoLoco inh: RGS12 GoLoco-Gai1 interaction inhibition | P63096 | Gai1:RGS12 GoLoco peptide FP, rhodamine, 10 min | Potency, µM (highest dose often 61.6 µM), without a hit: at the highest dose activity, negative = inhibition, actives largely listed as inhibitors | 230,000 tested, 0.44% active; active = well fitted inhibition curve with a large enough effect, not every such curve was filed as active; inactive = no such curve, though single readings can be large or run the other way; note: nearly all actives have a fitted effect of over 30% in size; many of its hits are not listed in these tables
Target sequence (P63096 whole entry, looked up): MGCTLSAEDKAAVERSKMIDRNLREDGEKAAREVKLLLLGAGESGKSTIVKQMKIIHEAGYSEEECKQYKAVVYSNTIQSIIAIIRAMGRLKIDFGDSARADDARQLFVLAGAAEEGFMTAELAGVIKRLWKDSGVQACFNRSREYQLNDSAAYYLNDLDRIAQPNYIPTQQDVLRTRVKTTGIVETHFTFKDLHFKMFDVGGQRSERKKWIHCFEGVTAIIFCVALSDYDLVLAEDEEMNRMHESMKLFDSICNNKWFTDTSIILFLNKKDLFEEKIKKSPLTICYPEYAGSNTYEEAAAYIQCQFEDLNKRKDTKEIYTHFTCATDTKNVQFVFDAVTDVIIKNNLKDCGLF
TexasRed fluor: alters Texas Red total fluorescence, flagging assay interference. TRb/SRC2 Texas Red total fluorescence interference. Potency, µM (titrated, usually from 106 µM), without a hit: top-dose fluorescence change, negative = quenching. 280,000 tested, 0.29% active. AID 1479; active = well fitted curve in either direction with a large enough effect; inconclusive = small, poorly fitted or top-dose-only effect
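Human TRb ligand-binding domain at 0.6 uM with 20 nM Texas Red SRC2 peptide in Tris buffer containing 1 uM T3 and 5% DMSO, incubated with compound 5 h at ambient temperature. Total fluorescence (555/632 nm) calculated as parallel + 2 × perpendicular.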
GAA inh: inhibitors of human lysosomal alpha-glucosidase; 200,000 tested, 0.005% active; Potency, µM (highest dose often 76.9 µM), for the others: top-dose activity change, negative = inhibition, hits mostly inhibitors; AID 1466; purified human GAA, 4-MU-alpha-glucoside fluorescence;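 note: plate controls were uninhibited enzyme wells for no effect and no-enzyme background for full effect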
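Compounds are titrated up to 77 uM against 4 nM human enzyme. Substrate 4-methylumbelliferyl-alpha-D-pyranoside (400 uM) reacts 20 min at room temperature in pH 5.0 buffer; liberated 4-methylumbelliferone is read at 440 nm.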
RECQ1 inh: blocks DNA unwinding by human RECQ1; P46063; RECQ1 DNA unwinding, red fluorescence kinetic read; Potency, µM (top dose mostly 57.3 µM), for inactives: at the top dose activity, negative = inhibition, usual class: inhibitors; 240,000 tested, 0.54% active; AID 2549;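 note: plate controls were vehicle for no effect and no enzyme for full effect; nearly all actives have a fitted effect of over 30% in size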
Target sequence (P46063 whole entry, looked up): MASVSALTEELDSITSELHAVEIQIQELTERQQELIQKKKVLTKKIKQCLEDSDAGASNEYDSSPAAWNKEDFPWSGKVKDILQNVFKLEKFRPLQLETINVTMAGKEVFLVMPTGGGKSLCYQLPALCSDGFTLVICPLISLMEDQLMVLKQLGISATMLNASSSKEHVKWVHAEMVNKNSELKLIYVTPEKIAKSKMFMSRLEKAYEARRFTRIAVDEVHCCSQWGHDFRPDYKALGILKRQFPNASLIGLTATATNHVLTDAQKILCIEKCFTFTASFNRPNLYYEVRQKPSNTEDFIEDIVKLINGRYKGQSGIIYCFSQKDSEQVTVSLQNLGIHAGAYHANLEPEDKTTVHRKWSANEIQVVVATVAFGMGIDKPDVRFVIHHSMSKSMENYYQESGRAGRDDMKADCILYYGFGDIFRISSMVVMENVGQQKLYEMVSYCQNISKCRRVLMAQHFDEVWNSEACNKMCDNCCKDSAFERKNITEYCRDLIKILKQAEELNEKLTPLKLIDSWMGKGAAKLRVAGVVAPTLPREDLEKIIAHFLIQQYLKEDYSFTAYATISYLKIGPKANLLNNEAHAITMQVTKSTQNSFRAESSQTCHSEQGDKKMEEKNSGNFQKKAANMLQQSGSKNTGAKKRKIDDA
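50 nM RECQ1T1 preincubated 15 min with compound in Tris pH 8.0 buffer with MgCl2, DTT, Tween-20 and 2.5 ug/ml poly(dI-dC); started with 200 nM TAMRA/BHQ-2 forked duplex and 2 mM ATP. Unwinding read as fluorescence (525/598 nm), two reads 2 h apart.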
* marks the source's active call; other numbers are inactive results; i = inactive; ? = inconclusive; . = not tested or not shown; [ ] = remark or other dose. Unless noted, calls come from the whole dose curve; as a rule, active = well fitted curve in the direction sought with a large enough effect; inconclusive = small, poorly fitted or top-dose-only effect, or another doubt; inactive = no such curve, though single readings can be large; an effect the other way counts as inactive or inconclusive. Unless noted, % is set by controls: 0 for no effect and ±100 for the full control effect; potency is the fitted concentration of half-maximal effect.

SMILES | L3MBTL1 block | GAA spleen mod | GAA glycogen mod | TRb-SRC2 inh | RGS12 GoLoco inh | TexasRed fluor | GAA inh | RECQ1 inh
CC(=O)O/N=C(\N)Cc1ccc(-c2csnn2)cc1 | -3% | -2% | -1% | 13% | 2% | -2% | 6% | 2%
CNC(=O)CSc1nc2[nH]ncc2c(=O)[nH]1 | 1% | . | 5% | 1% | 8% | -2% | -6% | -3%
CC(=O)c1cc(CC=C(C)C)c(O)c(CC=C(C)C)c1O | 15% | -4% | -3% | -2% | 9% | 0% | -1% | -10%
Cn1nc(C(F)(F)F)c(-c2cccc(C(F)(F)F)c2)c1NC(=O)c1ccco1 | . | 0% | -5% | -4% | 3% | -3% | . | -3%
Cc1ccc(NC(=O)C2CCCN2S(=O)(=O)c2ccc3c(c2)n(C)c(=O)c(=O)n3C)c(C)c1 (centres undefined) | . | -6% | -9% | 3% | 8% | 2% | . | -5%
CCCCCCCCS(=O)CCC(=O)O (centres undefined) | . | -9% | 11% | 1% | -12% | 1% | -5% | -3%
S=c1[nH]nc(-c2cc(-c3ccccc3)n[nH]2)n1/N=C/C=C/c1ccccc1 | -16% | -6% | -10% | 7% | 13% | 0% | -10%[15.4 µM] | -4%
CCn1cc([N+](=O)[O-])c(C(=O)N2N=C(c3ccc(OC)cc3OC)CC2c2ccccc2O)n1 (centres undefined) | -17% | -2% | -6% | -7% | -3% | -1% | -3% | -1%
CCC1=C2CC[C@H]3C(=O)N(C)C(=O)[C@H]3[C@H]2[C@@]2(Cc3ccccc3)C(=NCCc3c[nH]c4ccccc34)OC(=O)N2C1=O | . | -5% | . | -1% | 3% | -2% | . | -4%
O=C1Nc2cc(Cl)c(Cl)cc2N(O)N1c1ccccc1 | . | 4% | -9% | 8% | -1% | 3% | 0% | -1%
CCOC(=O)c1c(C)nc2sc(C(N)=O)c(N)c2c1-c1ccc(OC)cc1 | . | -15% | 1% | -6% | 7% | -1% | -1% | 11%
O=C(c1ccncc1)N1CCN(c2ccc3ccccc3n2)CC1 | 0% | 0% | 6% | 0% | -3% | -2% | 4% | i
CCCCCCCC1=CC2=CC(=O)C(C)(OC(C)=O)C(=O)C2=CN1CCc1ccccc1 (centres undefined) | -14% | -1%[17.4 µM] | 6% | 9%[11.2 µM] | 21% | 0%[11.2 µM] | 1% | -4%[11.5 µM]
O=C(COc1ncnc2sccc12)Nc1ccc(F)cc1F | 10% | -4% | -2% | 2% | 22% | -1% | 2% | -1%
O=C(O)c1cc(S(=O)(=O)N2CCOCC2)c(Sc2ccccn2)cc1Sc1ccccn1 | 4% | -13% | 4% | -7% | 0% | -6% | -1% | i
CC1CCN(c2nc3c(c(=O)[nH]c(=O)n3C)n2Cc2ccccc2)CC1 | . | 1% | 9% | -13% | 0% | -2% | -2% | 2%
CCCCNC(=O)c1ccc(SCC(=O)N(CC)CC)c([N+](=O)[O-])c1 | . | -17% | -23% | -5% | 0% | 0% | -14% | i
Cc1nn(C)c(C)c1CN(Cc1nc(CCC(C)C)no1)C(C)C | -5% | 2% | 6% | -6% | 14% | -6% | -2% | 15%
O=c1c2ccc([N+](=O)[O-])cc2ncn1CCOc1ccccc1 | -26% | -1% | -4% | 3% | 0% | 0% | 1% | i
Cc1ccc2cc(C#N)c(N3CCCN(S(=O)(=O)c4ccccc4)CC3)nc2c1 | 37%[activator] | -4% | 4% | -8% | 9% | -1% | -9% | 2%
Cn1nc(C(=O)N2CCCc3ccccc32)c2ccccc2c1=O | -3% | . | 7% | 1% | 3% | -2% | -5% | -16%
N#C/C(=C\c1ccc(O)cc1)C(=O)N1CCCC1 | 0% | 8% | 1% | 1% | 7% | -6% | -16% | -6%
COc1ccccc1C1CC(c2ccccc2)=NN1C(=S)Nc1ccccc1 (centres undefined) | . | -6% | -1% | -13% | 19% | 1% | -6% | -10%
CCc1cccc2c1NC(=O)[C@]21[C@@H]2C(=O)N(Cc3ccccc3)C(=O)[C@@H]2[C@@H]2CCCN21 | -5% | -7% | 6% | -4% | 12% | 2% | -1% | ?
CC(NC(=O)CNC(=O)C(Cc1ccccc1)NC(=O)OCc1ccccc1)C(N)=O (centres undefined) | 4% | -4% | -6% | -8% | 1% | 0% | 6% | 2%
Cc1[nH]c(=O)[nH]c(=O)c1/C=C/C(=O)O | . | 4% | -7% | -2% | 5% | 0% | . | -3%
O=C(NCCOC(=O)c1cccs1)c1cccnc1 | 0% | -3% | 3% | 8% | -3% | 0% | 6% | -7%
COc1cccc([C@@H]2Oc3ccc(Br)cc3C[C@H]2OC(=O)Nc2ccc(OC(F)F)cc2)c1 | . | 0% | . | -2% | -9% | 0% | . | -9%
CCOC(=O)CSc1nnc(NC(=O)c2cc([N+](=O)[O-])cc([N+](=O)[O-])c2)s1 | -2% | 3% | 4% | -5%[53 µM] | 1% | -4%[53 µM] | 2% | -1%
O=C(CCCn1c(=S)[nH]c2cc3c(cc2c1=O)OCO3)N1CCc2ccccc2C1 | -6% | -4% | 6% | -16% | 6% | -3% | -3% | -6%

Part of the list above, with each value named.
O=C(NCCOC(=O)c1cccs1)c1cccnc1
  L3MBTL1 block = 0%; GAA spleen mod = -3%; GAA glycogen mod = 3%; TRb-SRC2 inh = 8%; RGS12 GoLoco inh = -3%; TexasRed fluor = 0%; GAA inh = 6%; RECQ1 inh = -7%
COc1cccc([C@@H]2Oc3ccc(Br)cc3C[C@H]2OC(=O)Nc2ccc(OC(F)F)cc2)c1
  L3MBTL1 block = .; GAA spleen mod = 0%; GAA glycogen mod = .; TRb-SRC2 inh = -2%; RGS12 GoLoco inh = -9%; TexasRed fluor = 0%; GAA inh = .; RECQ1 inh = -9%
CCOC(=O)CSc1nnc(NC(=O)c2cc([N+](=O)[O-])cc([N+](=O)[O-])c2)s1
  L3MBTL1 block = -2%; GAA spleen mod = 3%; GAA glycogen mod = 4%; TRb-SRC2 inh = -5%[53 µM]; RGS12 GoLoco inh = 1%; TexasRed fluor = -4%[53 µM]; GAA inh = 2%; RECQ1 inh = -1%

Other structures
SMILES | L3MBTL1 block | GAA spleen mod | GAA glycogen mod | TRb-SRC2 inh | RGS12 GoLoco inh | TexasRed fluor | GAA inh | RECQ1 inh
NNC(=O)/C(=C\c1cccs1)NC(=O)c1ccccc1 | 1% | -14% | 9% | 2% | -6% | -3% | -1% | -14%
Cc1cccc(NC(=O)Cn2nc([N+](=O)[O-])c(Br)c2C)n1 | . | 4% | 1% | 4% | 15% | -2% | 4% | i
Cc1cc(F)ccc1NCC(=O)Nc1ccccc1Br | -1% | -2% | 0% | 3% | . | 2% | 5% | -6%
C=CCn1c(-c2cccnc2Cl)nc2ccccc21 | 6% | . | 2% | -6% | 11% | -2% | -5% | -18%
CC1=NN(S(=O)(=O)c2ccc(F)cc2)C(=O)c2ccccc2O1 | -1% | -7% | 9% | 2% | 0% | 0% | -1% | -5%
O=c1c(-c2ccco2)[n+]([O-])c2ccccc2n1OCc1ccccn1 | -4% | -2% | 2% | -2% | -11% | -3% | -5% | -8%
CCCCNCCOc1ccccc1-c1ccccc1 | 10% | -4% | 7% | 2% | 1% | 2% | -2% | -10%
CC1(C)CC(=O)C([N+](=O)[O-])=C(NCCCC(=O)O)C1 | -5% | 1% | -5% | 1% | 6% | -3% | -12% | i
CC(C)Cn1c(SCC(=O)NCc2ccco2)nnc1-c1ccncc1 | 6% | 7% | 19% | -8% | 17% | -2% | 10% | i
O=C(CSc1ccncc1)Nc1ccc2ccccc2c1 | -7% | -11% | -15% | -2% | 64%[activator] | 2% | -1% | 5%
O=C(Nc1nc(-c2ccccc2)c(C(=O)c2ccccc2)s1)c1ccc(S(=O)(=O)N2CCCC2)cc1 | -2% | -4% | 17% | -3% | -3% | -1% | -8% | -5%
CCN1CCc2c(OCC(=O)Nc3ccc4c(c3)OCCO4)cccc2C1=O | 1% | -2% | 3% | 3% | -2% | 1% | 7% | i
O=C(Nc1nc2ccccc2[nH]1)c1cccc([N+](=O)[O-])c1 | -11%[2.29 µM] | 0% | 9% | 8% | 14% | 1% | 4% | i
CC(C)OCCCNC(=O)CN1CCN(Cc2ccccc2Cl)C1=O | . | 11% | -8% | -2% | 6% | -4% | 3% | -7%
CC(=O)N1CCN(c2ccccc2NC(=O)c2ccc(C#N)cc2F)CC1 | -3% | 0% | 2% | 3% | 3% | 0% | 10% | i
COc1ccc(CNC(=O)CSc2nc3[nH]ncc3c(=O)n2-c2ccccc2Br)cc1 | . | 13% | 5% | -1% | 0% | 0% | 0% | 0%
Cn1c(-c2cccc([N+](=O)[O-])c2)cnc1NCc1cccc([N+](=O)[O-])c1 | ? | -4% | 22µM* | -8% | -3% | 0% | -6% | -1%
CC(C)CC(=O)NCCNC(=O)c1cc(OCC(F)(F)F)ccc1OCC(F)(F)F | . | 8% | 3% | -14% | 6% | -2% | 7% | i
COc1ccc(C2=Nn3c(nnc3-c3ccccc3O)SC2)cc1OC | . | 3% | . | 1% | . | 0% | . | -7%
O=C(c1ccc(F)cc1)N1CCCC(C(=O)N2CCc3ccccc3C2)C1 (centres undefined) | 3% | 6% | 0% | 3% | 4% | -1% | . | -1%
O=C(CCCCn1c(=O)[nH]c2ccccc2c1=O)NC1CCN(Cc2ccccc2)CC1 | 1% | 2% | -3% | 6% | -2% | 1% | -1% | i
NS(=O)(=O)c1ccc(NC(=O)C2CCCO2)cc1 (centres undefined) | . | -4% | 0% | -7% | 14% | 0% | -4% | 6%
COc1cccc(CNC(=O)c2cnc(-c3ccccn3)nc2C(F)(F)F)c1 | -2% | -3% | -7% | 1% | 7% | 3% | -1% | i
COc1ccc2nc(SCC(=O)Nc3c(C)cccc3C)[nH]c2c1 | -4% | 5% | -8% | -20% | 0% | 2% | -6% | i
Cn1cc(CN2CCN(Cc3ccccc3)CC2)c(-c2cccc(Cl)c2)n1 | -14% | 2% | -7% | -7% | 4% | 0% | -10% | -1%
NC(=O)/C(=C/c1ccc2c(c1)OCO2)NC(=O)c1ccco1 | -12% | 0% | -8% | -6% | 3% | 0% | 6% | i
Cc1ccnc(NS(=O)(=O)c2ccc(NS(C)(=O)=O)cc2)n1 | . | -5% | -1% | 5% | 15% | 0% | . | -3%

These rows are one share of the data, so the mix of outcomes need not match the whole.
